TSHR antagonist – human thyrotropin receptor antagonism | AID 504810 | activity change, negative = inhibition, % at 11.5 µM | P16473 | TSHR-expressing cells, TSH-stimulated cAMP HTRF, 2 h; active compounds read low | actives 0.2% (n = 330,000);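 active means activity change below a set negative limit, meaning inhibition stronger than a set level, cut at about -70% in these data; inconclusive means activity change between two set negative limits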; further: on the % scale 0 is the no-effect control and ±100 the full control effect
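Inhibition of cAMP made by TSHR-expressing cells under TSH stimulation (4nM final, EC80; 2 h, 37 deg C) is quantified with a one-step lysis HTRF kit, anti-cAMP cryptate versus cAMP-d2.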
Menin-MLL TR inh – menin-MLL binding inhibition, Texas Red mutant peptide. O00255. Menin + Texas Red MLL mutant peptide, fluorescence polarization. Potency, µM (doses to about 61.6 µM), for the others: at the top dose FP activity change, negative = inhibition, usual class: inhibitors. actives 0.23% (n = 270,000). AID 1768; active means well fitted inhibition curve with a large enough effect in the polarisation, with a control signal flat, not every such curve was filed as active; inconclusive means small, poorly fitted or top-dose-only effect, or effect the other way, or a change in a side signal; inactive means no such curve, though single readings can be large or run the other way; the % refers to the polarisation; further: potency means the concentration at half of the fitted maximal effect; % of control where 0% means no effect; many of its hits are not listed in these tables
Mito fusion yeast – blocks mitochondrial division or promotes mitochondrial fusion | Potency, µM (titrated, usually from 46.1 µM), without a hit: at the top dose growth rescue (activation), usual class: activators | S. cerevisiae fusion-defective mutant growth rescue, CellTiterGlo 48 h | actives 0.23% (n = 320,000) | AID 485298;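 further: potency means the concentration at half of the fitted maximal effect; % of control where 0% means no effect; nearly all actives have a fitted effect of over 45% in size; temperature-sensitive fusion mutants such as fzo1-1 at 37 °C on non-fermentable ethanol glycerol medium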
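Growth-rescue viability read-out: after 48 h at the non-permissive 37C in glycerol/ethanol YPEG, yeast mitochondrial fusion mutants are measured by CellTiterGlo luminescence; compounds (23 nl pinned per well) restoring growth score as division inhibitors or fusion activators.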
S-ASM inh – human S-ASM enzyme inhibition. AID 504937. actives 0.006% (n = 340,000). Potency, µM (titrated, usually from 57.5 µM), without a hit: at the top dose activity change, negative = inhibition, hits mostly inhibitors. placental ASM, HMU-PC fluorogenic substrate, 60 min; further: potency means the concentration at half of the fitted maximal effect
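qHTS format. ASM enzyme prepared from human placenta hydrolyses the fluorogenic substrate HMU-PC0 (9 uM final) over 60 min at 37 °C after a 10 min compound preincubation.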
Eya2 inh – blocks the phosphatase activity of human Eya2. O00167. recombinant Eya2, OMFP fluorescence dephosphorylation (OMFP is methylfluorescein phosphate). Potency, µM (doses to about 76.9 µM), inactives show top-dose activity, negative = inhibition, usual class: inhibitors. actives 0.006% (n = 330,000). AID 488837; further: potency means the concentration at half of the fitted maximal effect; on the % scale 0 is the no-effect control and ±100 the full control effect
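Eya2 (0.2 uM) preincubated 10 min at ambient with compound, then OMFP substrate added at 50 uM; 10 min reaction in 50 mM HEPES pH 7.5, 50 mM NaCl, 5 uM MgCl2, 0.05% BSA, 1 mM DTT. Fluorescence read at Ex 485/Em 525 nm.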
MBNL1 CUG block – blocks human MBNL1 binding to CUG repeat RNA | Q9NR56 | TR-FRET MBNL1-His/biotin-(CUG)12 binding, 665/545 ratio | Potency, µM (series often up to 57.5 µM), for inactives: at the top dose activity change, negative = inhibition, most hits filed as inhibitors | actives 0.036% (n = 280,000) | AID 2675; active means well fitted inhibition curve with a large enough effect in the signal ratio, with a control signal flat, not every such curve was filed as active; inconclusive means small, poorly fitted or top-dose-only effect, or effect the other way, or a change in a side signal; inactive means no such curve, though single readings can be large or run the other way; the % refers to the signal ratio; further: potency means the concentration at half of the fitted maximal effect; on the % scale 0 is the no-effect control and ±100 the full control effect
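Inhibition of protein-RNA binding appears as loss of TR-FRET between terbium anti-His antibody on MBNL1-His and streptavidin-XL665 on biotin-(CUG)12. Activity is normalized to buffer-only and uninhibited-complex controls.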
Chronic BCR inh – inhibitors of chronic active B-cell receptor signaling. ABC-DLBCL IkBa-CBG/CBR reporter, luminescence ratio, 4 h. actives 0.05% (n = 340,000). Potency, µM (doses to about 46.1 µM), inactives show at the top dose ratio change, negative = lower green/red ratio, usual class: inhibitors; active means well fitted inhibition curve with a large enough effect in the signal ratio, with a control signal flat, not every such curve was filed as active; inconclusive means small, poorly fitted or top-dose-only effect, or effect the other way, or a change in a side signal; the % refers to the signal ratio;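 further: potency means the concentration at half of the fitted maximal effect; plate controls were basal doxycycline-induced cells for no effect and cells given 10 µM MG132 for full effect; MG132 reads +100%, hits lower the ratio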
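TMD8 human ABC-DLBCL cells with doxycycline-inducible IκBα–green luciferase fusion and unfused red luciferase, in 0.5% FBS medium; compounds up to 46 uM, 4 h at 37C. Green/red luminescence ratio, filter-overlap corrected, fitted to concentration-response curves.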
PKM2 act – increases activity of human pyruvate kinase M2 | AID 1631 | P14618 | actives 0.34% (n = 260,000) | Potency, µM (doses to about 57.5 µM), without a hit: top-dose activation, most hits filed as activators | purified PKM2, Kinase-Glo ATP luminescence, activation; response scale: 0% is enzyme alone, no compound; further: potency means the concentration at half of the fitted maximal effect; on the % scale 0 is the no-effect control and ±100 the full control effect; nearly all actives have a fitted effect of over 55% in size
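Purified hPK-M2 (>95%) run at intermediate activity with 0.1 mM ADP and 0.5 mM PEP in 50 mM imidazole pH 7.2, KCl, MgCl2; 1 h room temperature. ATP formed read by Kinase-Glo luminescence; normalized to uninhibited and no-enzyme controls.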
hERG WT inh – inhibitors of human wildtype KCNH2 potassium channel; Q12809; U2OS, BacMam KCNH2, thallium flux FluxOr; active compounds read low; activity change, % at 1.84 µM; actives 0.37% (n = 340,000);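 active means maximum activity change below -70%; inconclusive means maximum activity change between -70% and -50%; inactive means maximum activity change above -50%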; further: on the % scale 0 is the no-effect control and ±100 the full control effect
Target sequence (Q12809 whole entry, looked up): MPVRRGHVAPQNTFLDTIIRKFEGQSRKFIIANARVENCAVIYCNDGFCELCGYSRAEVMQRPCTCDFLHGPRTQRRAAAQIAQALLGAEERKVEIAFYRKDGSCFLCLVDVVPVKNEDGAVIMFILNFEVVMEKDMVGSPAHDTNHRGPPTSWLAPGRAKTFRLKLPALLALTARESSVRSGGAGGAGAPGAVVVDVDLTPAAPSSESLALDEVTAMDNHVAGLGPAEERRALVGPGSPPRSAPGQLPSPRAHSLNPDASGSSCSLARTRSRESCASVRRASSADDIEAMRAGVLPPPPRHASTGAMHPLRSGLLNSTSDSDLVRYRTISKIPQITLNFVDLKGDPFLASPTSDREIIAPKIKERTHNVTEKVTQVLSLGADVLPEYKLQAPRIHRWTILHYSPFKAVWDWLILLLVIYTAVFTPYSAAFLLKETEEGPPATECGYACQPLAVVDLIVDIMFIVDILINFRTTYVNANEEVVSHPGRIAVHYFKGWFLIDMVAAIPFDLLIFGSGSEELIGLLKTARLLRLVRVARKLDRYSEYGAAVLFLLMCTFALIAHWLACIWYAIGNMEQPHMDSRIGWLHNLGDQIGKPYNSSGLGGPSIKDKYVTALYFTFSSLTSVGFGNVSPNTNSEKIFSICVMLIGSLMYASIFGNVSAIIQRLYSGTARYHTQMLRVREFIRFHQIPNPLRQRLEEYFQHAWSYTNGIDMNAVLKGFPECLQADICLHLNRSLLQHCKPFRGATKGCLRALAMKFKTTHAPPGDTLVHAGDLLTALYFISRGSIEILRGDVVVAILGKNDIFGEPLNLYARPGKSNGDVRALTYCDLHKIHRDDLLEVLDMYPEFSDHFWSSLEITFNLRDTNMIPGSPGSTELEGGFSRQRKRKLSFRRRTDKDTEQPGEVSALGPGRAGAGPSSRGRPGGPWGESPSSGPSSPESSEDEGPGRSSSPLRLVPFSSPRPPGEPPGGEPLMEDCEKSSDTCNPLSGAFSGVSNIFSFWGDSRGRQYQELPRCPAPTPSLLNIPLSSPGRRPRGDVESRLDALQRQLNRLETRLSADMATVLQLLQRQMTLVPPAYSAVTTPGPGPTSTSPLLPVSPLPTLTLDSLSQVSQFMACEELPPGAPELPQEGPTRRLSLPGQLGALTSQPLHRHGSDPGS
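U2OS cells transduced with wild-type KCNH2 virus are loaded with FluxOr dye for 45 min, and thallium flux is measured in kinetic reads before and after stimulation buffer. Rate constants are normalized to DMSO controls.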
USP2a inh – blocks human ubiquitin-specific protease USP2a; O75604; USP2 core, Ub-CHOP2 coupled fluorogenic reporter, 485/531; Potency, µM (titrated, usually from 38.3 µM), for the others: at the top dose activity change, negative = inhibition, actives largely listed as inhibitors; actives 0.01% (n = 330,000);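 further: potency means the concentration at half of the fitted maximal effect; plate controls were DMSO wells for no effect and full inhibition by NEM control for full effect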
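Cell-free coupled assay: 10nM USP2 core preincubated 30min RT with compound in Tris-HCl pH 8.0/CaCl2/CHAPS buffer, then 25nM Ub-CHOP2 and 25nM reporter substrate; fluorescence (Ex 485/Em 531) read after 60min RT, normalized to NEM inhibition, concentration-response curves fitted.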
GALK inhibitor – blocks human galactokinase activity. Potency, µM (top dose mostly 57.5 µM), for the others: at the top dose activity change, negative = inhibition, hits mostly inhibitors. actives 0.007% (n = 270,000). P51570. Purified GALK, Kinase-Glo residual ATP luminescence; further: potency means the concentration at half of the fitted maximal effect; on the % scale 0 is the no-effect control and ±100 the full control effect
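Quantitative HTS: GALK 5 nM, ATP 35 uM, galactose 100 uM, 1 h room temperature, then luciferase-based ATP detection.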
Starred values were filed as active, the others as inactive; ? = inconclusive; . = no result given; [ ] = another dose, or the depositor's remark. Unless noted, the call rests on the fitted dose curve; in most records, active means well fitted curve in the direction sought with a large enough effect; inconclusive means small, poorly fitted or top-dose-only effect, or another doubt; inactive means no such curve, though single readings can be large; an effect the other way counts as inactive or inconclusive. Not all compounds are listed; rates above refer to the full screens.

Results follow in this order: TSHR antagonist	Menin-MLL TR inh	Mito fusion yeast	S-ASM inh	Eya2 inh	MBNL1 CUG block	Chronic BCR inh	PKM2 act	hERG WT inh	USP2a inh	GALK inhibitor
- CCCCC(=O)Nc1nc(C)c(C(C)=O)s1
    3	-9%	1%	4%	13%	15%	2%	0%	1	0%	3%
- COc1cc(CCC(=O)NCc2ccc(Cl)cc2)cc(OC)c1OC
    5	?	6%	-1%	?	1%	?	.	0	1%	6%
- COc1ccccc1C(=O)NCC(c1cccnc1)N(C)C (stereo not drawn)
    -6	-4%	-1%	5%	11%	3%	?	-1%	-4	-1%	3%
- Cc1cc(Cl)c(S(=O)(=O)NC2CCCC2)cc1OCC(N)=O
    -7	.	2%	-2%	8%	-6%	-1%	-4%	-2	1%	5%
- O=C(CCNc1n[nH]c(=O)[nH]c1=O)N1CCOCC1
    5	0%	3%	3%	16%	-2%	1%	-5%	-3	1%	5%
- O=C(Nc1c(Cl)ccc2nsnc12)c1cccnc1
    3	-2%	-4%	1%	8%	?	0%	3%	1	2%	0%
- CN(Cc1ccccn1)C(=O)CC1C(=O)NCCN1Cc1ccc(F)cc1Cl (stereo not drawn)
    16	.	6%	13%	9%	4%	3%	.	-2	0%	6%
- O=C(COC(=O)Cc1c(Cl)cccc1Cl)NCCC1=CCCCC1
    -2	-4%	9%	2%	-1%	-8%	1%	3%	-2	0%	1%
- Nn1c(COc2ccccc2F)nnc1SCC(=O)NC1CCCC1
    -4	-9%	1%	4%	-10%	3%	4%	-3%	13	1%	6%
- CCc1ccccc1OCC(=O)OCC(=O)c1c(N)n(C)c(=O)n(C)c1=O
    22	36%[activator]	0%	-2%	-9%	-7%	?	5%	-2	0%	-1%
- COc1ccnc(Oc2ccccc2)c1C#N
    -1	-11%	1%	1%	10%	-2%	-9%	3%	7	-1%	3%
- CCCCc1nc(SCCN2CCOCC2)c2c(=O)n(C)c(=O)n(C)c2n1
    -20	?	6%	-1%	-2%	-10%	2%	-1%	-9	1%	-1%
- O=S(=O)(c1ccccc1)N1CCCN(S(=O)(=O)c2ccccc2)CC1
    8	25%	3%	0%	-5%	-6%	0%	.	-2	-3%	4%
- COc1ccc(-c2cc(C(=O)OCC(=O)Nc3ccc4c(c3)OCO4)c3ccccc3n2)cc1
    4	?	-1%	73%[activator]	-3%	23%	-3%	-9%	-4	2%	0%
- O=C1CN(C(=O)COC(=O)CCc2ccccc2O)c2ccccc2N1
    -8	.	.	-5%	-24%	.	0%	.	-8	-4%	.

Later entries.
Results follow in this order: TSHR antagonist	Menin-MLL TR inh	Mito fusion yeast	S-ASM inh	Eya2 inh	MBNL1 CUG block	Chronic BCR inh	PKM2 act	hERG WT inh	USP2a inh	GALK inhibitor
- COc1cc(C(=O)NNC(=O)c2ccc(NC(=O)C(C)(C)C)cc2)cc(OC)c1OC
    8	11%	1%	4%	-8%	-6%	?	-4%	-14	2%	5%
- C=CC[C@H](CC(=O)N(CCO)Cc1ccccc1)C(=O)N[C@H](COC(=O)[C@@H](CC=C)CC(=O)OC(C)(C)C)Cc1c[nH]c2ccccc12
    -5	.	.	-10%	-25%	.	?	.	.	-10%	.
- Cc1ccccc1CNC(=O)c1ccccc1SCC(=O)NCc1ccco1
    -1	.	-15%	1%	18%	.	-1%	.	6	1%	.
- Cc1ccc(C)c(Cn2nnc3c(=O)[nH]c(C4CCN(C(=O)c5ccco5)CC4)nc32)c1
    -11	-5%	-1%	-7%	-4%	-4%	9%	7%	-8	-1%	-1%
- CCOc1ccccc1CNCC1CCCO1 (stereo not drawn)
    0	-9%	2%	2%	4%	-12%	-1%	0%[11.5 µM]	-3	3%	-2%
- CCCC12CN3CC(CCC)(CN(C1)C3C(O)C(O)C(O)CO)C2=O (stereo not drawn)
    8	-2%	-1%	2%	-1%	3%	-16%	-3%	4	-1%	-2%
- O=C(CCN1C(=O)c2ccncc2C1=O)Nc1ccc(F)cc1
    0	-3%	-1%	4%	16%	?	-3%	-3%	3	3%	-5%
- O=C1N/C(=N/N=C/c2ccc(F)cc2)SC1c1ccccc1 (stereo not drawn)
    -14	.	-1%	-1%	9%	-17%	9%	-4%	-10	1%	.
- CCOC(=O)c1c(-c2ccccc2)nc2c(C)cccn12
    -2	?	-13%	-4%	-12%	-5%	9%	0%	30	1%	5%
- O=C(COC(=O)c1cccc(S(=O)(=O)N2CCN(c3ccccc3)CC2)c1)NCc1ccco1
    -11	61%[activator]	-2%	-6%	0%	9%	?	17%	2	-11%	2%
- CCOC(=O)N1CCN(S(=O)(=O)c2ccc(OCC)c3ccccc23)CC1
    -1	-19%	?	-11%	-5%	5%	-7%	2%	38	-14%	0%
- C=CCOC(=O)C1=C(C)Nc2nnnn2C1c1ccc(OC)cc1OC (stereo not drawn)
    -4	0%	-2%	49%[activator]	7%	-5%	-5%	2%	1	1%	2%
- CCN(CC)C(=O)C1CCCN(C(=O)CCn2nnnc2CN2CCOCC2)C1 (stereo not drawn)
    19	.	0%	.	0%	-1%	0%	-2%	5	-2%	-6%
- COc1ccc(-c2nc(Cn3c(SCc4ccc(C)cc4)nc4ccncc43)c(C)o2)cc1OC
    -12	2%	1%	-27%	-9%	-10%	?	0%	-46	-11%	1%
- O=C1CCCCCN1Sc1ccccc1
    -18	0%	-13%	-3%	21%	0%	?	-1%	2	7%	-2%

The list continues:
Results follow in this order: TSHR antagonist	Menin-MLL TR inh	Mito fusion yeast	S-ASM inh	Eya2 inh	MBNL1 CUG block	Chronic BCR inh	PKM2 act	hERG WT inh	USP2a inh	GALK inhibitor
- CC(=O)OCC(=O)Nc1c(C)cccc1C
    4	1%	-5%	-2%	6%	-3%	0%	-2%	-12	2%	-2%
- CCOc1ccccc1NC(=O)Cn1c(=O)c(OCC)nc2cnccc21
    -5	.	2%	-2%	-3%	-1%	2%	.	1	3%	-5%
- O=C(NC1CCN(C(=S)Nc2ccccc2)CC1)C1CCCCC1
    12	11%	-3%	10%	6%	-3%	?	-2%	0	-1%	-1%
- Nc1ccc(S(=O)(=O)N2CCC(Cc3ccccc3)CC2)cc1
    3	?	-2%	-2%	-4%	3%	?	.	-11	2%	-3%
- C/C(CC(=O)NCCN1CCOCC1)=N\NC(=O)c1ccncc1
    -3	.	-4%	-1%	-9%	3%	?	0%	0	-1%	3%
- N#C/C(=C\c1cccs1)C(=O)c1ccccc1
    1	.	0%	2%	12%	16%	-11%	20%	0	-1%	.
- Cc1ccc(-n2c(Cc3cccs3)nnc2SCC(=O)Nc2ccc(S(N)(=O)=O)cc2)cc1
    -10	-5%	1%	-4%	15%	-8%	?	5%	8	4%	-3%
- Cc1ccc(-c2nnn(CC(=O)N(CC(=O)NCC3CCCO3)c3ccc(F)c(Cl)c3)n2)o1 (stereo not drawn)
    14	-21%	2%	6%	1%	6%	2%	-1%	-11	1%	0%
- O=C(Nc1nncs1)c1ccc(Br)c(S(=O)(=O)N2CCCC2)c1
    -2	23%	-11%	5%	-1%	8%	5%	-12%	-6	0%	-7%
- CN(C(=O)COC(=O)c1cc(S(=O)(=O)N2CCCCC2)ccc1N1CCOCC1)C1CCS(=O)(=O)C1 (stereo not drawn)
    -1	.	1%	3%	-5%	-9%	?	-3%	5	9%	1%
- CC1CCCCC12NC(=O)N(CC(=O)NCc1ccccc1)C2=O (stereo not drawn)
    86	.	.	-1%	3%	.	5%	.	-15	3%	.
- COc1ccc2cc(C#N)c(NC(C)C)nc2c1
    -10	5%	-1%	314%[activator]	-3%	2%	-4%	-2%	-8	1%	3%
- CCn1c(SCC(=O)Nc2nc3ccccc3s2)nnc1-c1ccc(OC)cc1
    -7	-20%	-4%	2%	3%	0%	?	-4%	-2	0%	1%
- CCOC(=O)c1sc2nc(C)nc(N3CCN(c4ncccn4)CC3)c2c1C
    0	32%[activator]	?	2%	6%	0%	-1%	-6%	1	-1%	4%

Source: PubChem BioAssay (National Center for Advancing Translational Sciences (NCATS))
